tim23-1 inh: growth inhibitors of tim23-1 mutant yeast, primary screen, luminescence, uHTS. actives 1.3% (n = 330,000). inhibition, % at 20 µM. S. cerevisiae tim23-1 growth, BacTiter-Glo luminescence, 24 h;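 active = growth inhibition of the mutant yeast at or above 50%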;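 note: temperature-sensitive mutant grown at 25 °C; plate controls were DMSO-treated mutant yeast for no effect and medium wells lacking yeast for full effect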
TIM10 inh: growth inhibitors of isogenic TIM10 control yeast, primary screen, counter-screen for tim10-1 yeast inhibitor project, luminescence, uHTS | S. cerevisiae TIM10 strain growth, BacTiter-Glo luminescence, 24 h | inhibition, % at 10 µM | actives 1.4% (n = 330,000);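 active = inhibition of 40% or more at the single tested concentration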;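 note: wild-type TIM10 isogenic control strain grown at permissive 25 °C; 0% = DMSO yeast wells and 100% = minimal medium wells without yeast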
tim10-1 inh: growth inhibitors of tim10-1 mutant yeast, primary screen, luminescence, uHTS; inhibition, % at 20 µM; S. cerevisiae tim10-1 ts strain growth, BacTiter-Glo, 24 h; AID 463190, 2010; actives 2.2% (n = 330,000);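 active = inhibition of at least 40%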;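 note: mutant grown at 25 °C; 0% = DMSO wells with yeast and 100% = wells holding no yeast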
APJ ag: agonists of human apelin receptor APJ, primary screen, CHO-K1 cells, PathHunter beta-arrestin, luminescence; P35414; 0% DMSO wells, 100% apelin; activation, % at 20 µM; actives 0.11% (n = 330,000);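 active = activation more than six SD over the plate average, tested at 20 µM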;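 note: 0% = DMSO alone and 100% = apelin-13 at 10 nM; some results filed as inactive read as strong as hits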
Target sequence (P35414 whole entry, looked up): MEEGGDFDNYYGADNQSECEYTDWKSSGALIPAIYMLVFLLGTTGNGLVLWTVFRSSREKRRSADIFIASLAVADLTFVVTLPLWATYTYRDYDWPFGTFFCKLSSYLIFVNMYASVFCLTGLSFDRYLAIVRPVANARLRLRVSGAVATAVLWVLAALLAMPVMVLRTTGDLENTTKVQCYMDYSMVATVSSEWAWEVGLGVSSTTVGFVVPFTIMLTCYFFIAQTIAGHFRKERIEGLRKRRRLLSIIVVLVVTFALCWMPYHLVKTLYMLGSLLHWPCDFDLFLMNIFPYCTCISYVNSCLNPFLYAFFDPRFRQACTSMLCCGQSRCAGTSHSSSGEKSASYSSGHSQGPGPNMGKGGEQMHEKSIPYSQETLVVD
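Assay system: engineered CHO-K1 APJ arrestin reporter cells; Amount: 1000 CHO-K1 reporter cells seeded per well; Dosing: one dose, 20 µM compound, 1% DMSO; Times: compound stimulation 90 min at 25 °C, detection 60 min; Measured by: luminescent beta-gal fragment complementation, chemiluminescent substrate; Read-out: APJ–arrestin association signal; Controls: DMSO vs Apelin-13 10 nM.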
APJ antag: antagonists of human apelin receptor APJ, primary screen, CHO-K1 cells, beta-arrestin complementation, luminescence. inhibition, % at 20 µM. actives 0.32% (n = 330,000). AID 2521, 2010;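 active = inhibition above about 40% at 20 µM, limit read from the data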;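 note: cells challenged with 10 nM apelin-13 agonist together with compound; plate controls were apelin-13 plus DMSO wells for no effect and DMSO wells lacking apelin-13 for full effect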
Mdm2-MdmX inh: inhibitors of human Mdm2-MdmX association, primary screen, cell-based, luminescence, split luciferase, SaOS-2, uHTS; Protein Mdm4 (Homo sapiens) + E3 ubiquitin-protein ligase Mdm2 (Homo sapiens), …; SaOS-2 split-luciferase Mdm2/MdmX complementation; inhibition, % at 8 µM; actives 3% (n = 330,000); AID 485346, 2010;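 active = inhibition of at least 50% at 8 µM in the primary screen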
CXCR6 block: CXCR6 receptor inhibitors, primary screen, cell-based, beta-arrestin, luminescence, CHO-K1 PathHunter, 1536-well; actives 0.36% (n = 360,000); inhibition, % at 20 µM; in the data active = inhibition above about 34%, passing the limit was not always enough;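 note: antagonist mode with CXCL16 agonist at 10 nM final; 0% = 10 nM CXCL16 with DMSO and 100% = unstimulated wells without agonist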
Target sequence (O00574 whole entry, looked up): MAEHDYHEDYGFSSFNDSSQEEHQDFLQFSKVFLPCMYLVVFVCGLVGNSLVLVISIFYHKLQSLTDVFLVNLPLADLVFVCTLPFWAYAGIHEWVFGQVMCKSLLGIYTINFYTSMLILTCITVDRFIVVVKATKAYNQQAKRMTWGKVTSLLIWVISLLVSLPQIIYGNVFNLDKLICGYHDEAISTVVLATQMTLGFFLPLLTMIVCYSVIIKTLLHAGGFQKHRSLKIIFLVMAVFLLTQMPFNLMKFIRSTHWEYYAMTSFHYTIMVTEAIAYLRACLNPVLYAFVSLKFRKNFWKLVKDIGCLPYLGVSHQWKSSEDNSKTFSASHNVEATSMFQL
CHOP UPR activ: activators of apoptotic CHOP UPR arm, primary screen, cell-based, CHO-CHOP luciferase reporter, luminescence, uHTS | UPR activation; percent of tunicamycin response over DMSO baseline | actives 0.34% (n = 330,000) | AID 449763, 2010 | activation, % at 10 µM;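 active = at 10 µM dose, activation of 40% or more, normalized to positive control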;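 note: 100% = tunicamycin at 10 µg/mL and 0% = DMSO alone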
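System: CHO CHOP reporter cells. Amount: 500 cells per well. Buffer or medium: F12 medium, 10% FBS. Compound dosing: one dose, 10 µM in 0.5% DMSO. Incubation: 6 h compound exposure at 37 °C after overnight seeding. Technique: Steady-Glo luciferase luminescence. Benchmarks: tunicamycin and DMSO controls.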
XBP1 UPR activ: activators of adaptive XBP1 UPR arm, primary screen, cell-based, CHO-XBP1 luciferase reporter, luminescence, uHTS; activation, % at 20 µM; IRE1-XBP1 UPR activation; percent of tunicamycin response, DMSO as zero; actives 0.33% (n = 330,000);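 active = versus positive control, 20 µM dose yields 30% or more activation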;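 note: 100% = tunicamycin at 10 µg/mL and 0% = DMSO only wells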
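Material: CHO-XBP1 cells stably carrying IRE1-XBP1-driven luciferase reporter | Medium: F12 with 10% serum | Compound dosing: 20 µM single concentration, DMSO 1% | Incubation: Overnight seeding at 37 °C, 6 h compound treatment at 37 °C | Detection: Steady-Glo luminescence read | Read-out basis: % activation of reporter signal versus tunicamycin and DMSO controls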
Active calls of the source: *; · = no result given.

Structure	tim23-1 inh	TIM10 inh	tim10-1 inh	APJ ag	APJ antag	Mdm2-MdmX inh	CXCR6 block	CHOP UPR activ	XBP1 UPR activ
NS(=O)(=O)c1cc(C(=O)OCC(=O)NC2CCCCCCC2)ccc1Cl	-12	-9	-31	2	-45	20	-7	1.5	0
COc1ccc(COc2cccnc2N)cc1	-15	-21	-11	0	-5	2	-8	3.5	0
CS(=O)(=O)c1ccc(Cl)c(NC(=O)Cc2ccsc2)c1	-4	-18	1	8	-3	3	-3	0.7	0
Cc1nn(C)c(C)c1S(=O)(=O)Nc1ccc2c(c1)OCO2	-1	-18	17	-3	0	18	-3	-0.2	1
CC(C)Cn1nc(NC(=O)c2ccco2)c2cc3ccccc3nc21	42	19	25	2	4	4	-5	0.9	1
COc1ccc(S(=O)(=O)Nc2cccc3c2O[C@H](CN(C)Cc2ccc(Oc4ccccc4)cc2)[C@@H](C)CN([C@H](C)CO)C3=O)cc1	23	1	10	2	-1	15	10	4.0	-2
Cc1ccc(-n2nc3ccc(N)cc3n2)cc1Cl	35	23	27	-5	-71	-63	-12	4.1	0
COc1ccc2nc(SC(C)C(=O)NC3(C#N)CCCCC3)[nH]c2c1 (configuration not stated)	14	2	21	1	4	10	8	-1.6	-2
O=C(N/N=C/c1cccnc1)c1ccc2c(c1)OCCO2	-1	7	-7	-1	6	-17	-8	3.3	-1
CC1(C)CCc2nc(SCc3ccccc3)c(C#N)cc2C1	6	6	28	-6	3	2	3	1.8	3
Cc1ccc(S(=O)(=O)N2CCCCC2)cc1NC(=O)COC(=O)Cc1cccc2ccccc12	13	5	22	-2	4	-8	-15	0.7	-3
CSc1ccc(/C=C(\C#N)C(=O)NC2CCCCC2)cc1	50	31	35	6	-19	-15	2	1.2	1

Further records follow:
Structure	tim23-1 inh	TIM10 inh	tim10-1 inh	APJ ag	APJ antag	Mdm2-MdmX inh	CXCR6 block	CHOP UPR activ	XBP1 UPR activ
CC(C)c1ccc2nc(SCC(=O)NCC3CCCO3)c(C#N)cc2c1 (configuration not stated)	14	11	17	-4	6	28	-10	2.6	1
Cc1ccc(NC(=O)c2ccc3c(c2)NC(=O)CS3)nc1	-22	-14	-7	-2	-26	-14	-2	0.7	-2
C/C(CCC1CC(C)OC1=O)=N\NC(N)=S (configuration not stated)	-1	5	-8	-4	5	11	-1	-1.2	-2
Cc1sc(NC(=O)c2ccccc2)c(C(=O)NC(C)C)c1C	6	14	10	-2	4	-2	3	-2.0	-3
COc1ccc(N2CCN(S(=O)(=O)c3ccc4oc(=O)ccc4c3)CC2)cc1	4	8	-16	-2	10	28	0	-0.1	-1
CCN(Cc1nc2ccccc2c(=O)[nH]1)C(=O)c1cccc(S(=O)(=O)N2CCc3ccccc32)c1	18	5	13	-4	18	-2	-8	0.2	-2
Cc1ccc(S(=O)(=O)CNC(=S)c2cccc(Cl)c2)cc1	40	29	33	6	-14	-5	2	-0.8	-1
CC1CCc2[nH]c3ccc(C(=O)NCCCOC(C)C)cc3c2C1 (configuration not stated)	15	-9	8	1	-18	4	0	1.0	1
O=C(NC(=S)Nc1nc(-c2ccc([N+](=O)[O-])cc2)cs1)c1ccco1	-3	2	6	2	-17	55*	-19	3.6	-3
O=c1cc(O)n(C2CCCCCC2)c(=O)[nH]1	17	12	1	-3	12	6	-11	1.1	0
O=c1[nH][nH]cc1C=Nc1ccc(Cl)cc1	18	3	-3	1	-8	-1	7	-2.0	-1
CCOC(=O)C1CCCN(C(=O)C2CCN(S(=O)(=O)c3cnc[nH]3)CC2)C1 (configuration not stated)	0	3	1	-2	1	13	-3	-0.9	-1

Following part:
Structure	tim23-1 inh	TIM10 inh	tim10-1 inh	APJ ag	APJ antag	Mdm2-MdmX inh	CXCR6 block	CHOP UPR activ	XBP1 UPR activ
Cc1cc(OCC(=O)Nc2ccc3c(c2)OCCO3)cc(C)c1Cl	18	16	16	5	-2	4	1	0.2	-3
O=C(NCCC1CCCCN1S(=O)(=O)c1ccccc1)C(=O)Nc1ccc(F)cc1F (configuration not stated)	27	3	6	-3	-58	37	-2	0.5	-1
Cc1cc(S(=O)(=O)N2CCN=C2c2ccccc2)c(Cl)cc1Cl	23	14	13	-1	12	26	3	-0.9	0
Cc1ccc(S(=O)(=O)NC(CC(C)C)C(=O)N2CCC(C)CC2)cc1 (configuration not stated)	54*	26	27	-3	0	32	-1	2.8	-7
COc1ccc(N2CCN(Cc3nc(-c4ccccc4)no3)CC2)cc1	13	-2	7	0	13	-1	-8	-1.3	-4
C=CCOc1ccccc1CNc1ccc2c(c1)OCCO2	9	-2	4	-4	-34	64*	-11	-4.0	-4
CC(C)(C)NC(=O)C(=O)NNC(=O)c1cccc([N+](=O)[O-])c1	-6	9	2	-3	18	14	2	1.5	4
COc1cc2c(cc1OC)CN(C(=O)c1ccc3nc[nH]c3c1)CC2	4	9	10	-1	8	45	1	0.5	-2
COC(=O)c1cc(-c2ccc(S(=O)(=O)N3CCCC3)cc2)c(C(F)(F)F)s1	37	33	30	-2	12	0	5	-0.4	1
CCOC(=O)C1CCN(S(=O)(=O)c2ccc(C(=O)OC)cc2)CC1	15	-6	-5	5	-18	5	2	-1.2	-5
Cc1cc(C)n(CCc2nc(-c3ccc(F)cc3)cs2)n1	30	37	45*	-2	5	12	-3	1.0	1
COc1ccc(C2=CSC3=C(C(=O)c4cccc(S(=O)(=O)N(C)C)c4)CCN23)cc1	12	27	28	0	-12	22	-4	-0.8	-1

Additional results.
Structure	tim23-1 inh	TIM10 inh	tim10-1 inh	APJ ag	APJ antag	Mdm2-MdmX inh	CXCR6 block	CHOP UPR activ	XBP1 UPR activ
CSCCC(NC(=O)COc1ccccc1)C(=O)N1CCOCC1 (configuration not stated)	-9	3	-5	-1	12	7	3	-0.5	-2
CC(=O)c1cccc(NC(=O)c2nccnc2C(=O)O)c1	11	6	7	1	23	-11	-10	0.7	1
O=C(Nc1ccc(C(F)(F)F)cc1)C1CCCCN1S(=O)(=O)c1ccccc1 (configuration not stated)	48	31	32	-3	-1	34	-6	1.9	-2
Cc1ccc(S(=O)(=O)CC(=O)N2CC(C)OC(C)C2)cc1 (configuration not stated)	6	13	3	8	6	3	0	-1.4	1
COc1ccc(S(=O)(=O)N2CCOCC2)cc1NC(=O)CCc1cc(OC)c(OC)c(OC)c1	-1	10	-1	-1	11	-20	-5	0.2	-3
Cc1ccc(S(=O)(=O)N2C(=O)CCC2C(N)=O)cc1 (configuration not stated)	8	-6	4	0	6	7	-7	0.4	-2
CN(C)/C=N/c1ncc(C(=O)c2ccc3ccccc3c2)s1	33	22	33	-1	-1	-21	5	3.1	1
Cc1ccc(C)c(OCC(=O)Nc2cccc(C(=O)O)c2)c1C	8	-4	-9	-3	-2	-7	-15	1.8	0
C=CCNc1nc(N)c([N+](=O)[O-])c(Nc2ccccc2OC)n1	31	41*	34	-1	20	59*	1	1.3	24
Cc1ccc(C)c(NC(=O)CSc2nnc([C@@H]3CCCN3C(=O)OC(C)(C)C)o2)c1	20	11	26	-11	28	5	38	-1.8	-3
CC12CCCC[C@@H]1CCC1C2CCC2(C)C1CC[C@@]2(O)CNCCO (some centres not stated)	25	13	-3	-4	-18	34	-13	1.8	11
Cc1c(NC(=O)CSc2ccc3c(c2)OCCO3)c(=O)n(-c2ccccc2)n1C	22	-10	10	1	4	-22	-6	-1.2	-1

(continued)
Structure	tim23-1 inh	TIM10 inh	tim10-1 inh	APJ ag	APJ antag	Mdm2-MdmX inh	CXCR6 block	CHOP UPR activ	XBP1 UPR activ
CC1CCCN(C(=O)c2cc(F)c(F)cc2Cl)C1 (configuration not stated)	19	-2	11	0	4	-5	8	2.4	0
COc1cc(/C=C/C(=O)c2c(O)cc(C)oc2=O)cc(OC)c1O	28	21	31	-3	-25	31	4	4.1	3
Cc1ccc(N(C)C(=O)c2cc(S(=O)(=O)N3CCCC3)cn2C)cc1	8	4	-2	-1	-3	23	2	1.0	1
O=C(/C=C/c1cccc(O)c1)c1ccc(N2CCOCC2)cc1	24	32	23	-4	6	49	1	5.1	1
CCOc1ccc(C(=O)N2CCCC2)cc1OC	-8	-18	10	1	12	9	-7	-0.9	-3
CC(=N\O)/C(CN(C)C)=N/O	0	1	15	-5	8	3	-15	2.4	-3
O=c1[nH]c(N2CCN(c3ccccc3)CC2)nc2c1CCC2	2	0	3	-3	11	21	1	1.6	-3
COc1cccc(-c2sc3cc(OC)c(OC)cc3c2-c2ccc(OCCN3CCCCC3)cc2)c1	43	20	14	·	·	78*	-9	6.6	10
Cc1ccc(CC(=O)NCc2ccc3c(c2)OCO3)cc1	11	2	12	1	10	8	-1	0.5	4
CCCc1nn2c(=O)cc(CSCC(=O)Nc3nnc(CC)s3)nc2s1	3	6	-3	2	-3	7	-3	4.1	-4
CN(C)N1C(N)=C(C#N)C(c2ccc(F)cc2)C2=C1CCCC2=O (configuration not stated)	14	-17	8	-1	-8	6	4	-0.9	-4
Cc1ccc(NC(=O)CC2Oc3ccc(C)cc3NC2=O)c(C)c1 (configuration not stated)	15	3	10	1	-2	21	-4	-0.4	-6

(continued)
Structure	tim23-1 inh	TIM10 inh	tim10-1 inh	APJ ag	APJ antag	Mdm2-MdmX inh	CXCR6 block	CHOP UPR activ	XBP1 UPR activ
O=c1c2c3c(sc2n(CCN2CCCC2)c(=O)n1Cc1ccco1)CCCCC3	2	6	15	-4	24	1	13	-2.0	3
COc1ccc(/C=N/NC(=O)c2cc[n+]([O-])cc2)cc1O	4	7	21	-2	11	18	-5	-2.8	2
CN(Cc1cccnc1)Cc1cn[nH]c1-c1ccc(-c2ccccc2)cc1	22	-24	-1	-1	-17	14	-5	0.4	0
CC(C)CC(=O)Nc1nnc(-c2ccco2)s1	24	18	19	6	-8	-28	-7	6.9	3
CC(=O)c1cccc(NC(=O)CCC2CCCC2)c1	24	22	31	1	1	-35	1	3.1	2

An excerpt from above in order of heavy-atom count, descending.
Structure	tim23-1 inh	TIM10 inh	tim10-1 inh	APJ ag	APJ antag	Mdm2-MdmX inh	CXCR6 block	CHOP UPR activ	XBP1 UPR activ
O=c1c2c3c(sc2n(CCN2CCCC2)c(=O)n1Cc1ccco1)CCCCC3	2	6	15	-4	24	1	13	-2.0	3
CN(Cc1cccnc1)Cc1cn[nH]c1-c1ccc(-c2ccccc2)cc1	22	-24	-1	-1	-17	14	-5	0.4	0
COc1ccc(/C=N/NC(=O)c2cc[n+]([O-])cc2)cc1O	4	7	21	-2	11	18	-5	-2.8	2
CC(=O)c1cccc(NC(=O)CCC2CCCC2)c1	24	22	31	1	1	-35	1	3.1	2

Screening data deposited in PubChem BioAssay by Sanford-Burnham Center for Chemical Genomics.

Only part of the results is shown (hit frequency here may not be typical).
